Menin MLL FP TR – menin-MLL binding inhibition, Texas Red mutant peptide | O00255 | Menin + Texas Red MLL mutant peptide, fluorescence polarization | Potency, µM (top dose mostly 61.6 µM), inactives show top-dose FP activity change, negative = inhibition, hits mostly inhibitors | actives 0.23% (n = 270,000); active means well fitted inhibition curve with a large enough effect in the polarisation, with a control signal flat, not every such curve was filed as active; inconclusive means small, poorly fitted or top-dose-only effect, or effect the other way, or a change in a side signal; inactive means no such curve, though single readings can be large or run the other way; the % refers to the polarisation; further: potency means the concentration at half of the fitted maximal effect; % of control where 0% means no effect; many of its hits are not listed in these tables
Target sequence (O00255 whole entry, looked up): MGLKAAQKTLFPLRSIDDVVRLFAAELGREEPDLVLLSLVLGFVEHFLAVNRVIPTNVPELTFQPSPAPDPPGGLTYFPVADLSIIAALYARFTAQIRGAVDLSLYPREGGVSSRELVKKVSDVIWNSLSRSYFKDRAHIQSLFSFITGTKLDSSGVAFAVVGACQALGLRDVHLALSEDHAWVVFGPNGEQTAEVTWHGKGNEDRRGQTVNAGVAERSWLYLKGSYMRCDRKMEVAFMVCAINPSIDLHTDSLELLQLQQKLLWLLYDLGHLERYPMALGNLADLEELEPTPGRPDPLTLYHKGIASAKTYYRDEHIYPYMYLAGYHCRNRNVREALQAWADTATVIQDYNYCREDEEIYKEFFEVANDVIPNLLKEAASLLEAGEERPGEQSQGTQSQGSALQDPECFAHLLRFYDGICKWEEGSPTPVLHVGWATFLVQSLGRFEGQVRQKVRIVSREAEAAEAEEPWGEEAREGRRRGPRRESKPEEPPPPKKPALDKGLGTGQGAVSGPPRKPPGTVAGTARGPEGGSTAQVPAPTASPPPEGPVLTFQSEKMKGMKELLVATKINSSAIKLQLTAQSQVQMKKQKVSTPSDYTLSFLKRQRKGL
FLuc modulator – counter-screen for miR-21 project: firefly luciferase inhibitors or activators; Potency, µM (titrated, usually from 57.5 µM), inactives show at the top dose activity change, negative = inhibition, usual class: inhibitors; AID 588342; actives 6.9% (n = 360,000); purified FLuc, Km substrates, luminescence inhibition;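 further: potency means the concentration at half of the fitted maximal effect; plate controls were vehicle for no effect and reference inhibitor for full effect; nearly all actives have a fitted effect of over 55% in size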
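Purified P. pyralis luciferase, 10 nM final, with Km-level 10 uM D-luciferin and 10 uM ATP in 50 mM Tris acetate pH 7.5, 10 mM Mg acetate, 0.01% Tween-20, 0.05% BSA; 6-point qHTS titration about 60 µM downward; luminescence read.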
NPC1 prom act – activates the NPC1 promoter; Potency, µM (highest dose often 9.22 µM), inactives show at the highest dose activation, hits mostly activators; actives 2.4% (n = 320,000); Huh7 NPC1 promoter luciferase reporter, 24 h;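 further: potency means the concentration at half of the fitted maximal effect; % of control where 0% means no effect; nearly all actives have a fitted effect of over 60% in size; reporter is driven by a mutant NPC1 promoter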
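Quantitative HTS used a cell-based reporter: Huh7 cells stably bearing the NPC1 promoter upstream of luciferase were treated with compounds for 24 h, and promoter activation was read as luminescence.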
RORg inh – blocks mouse ROR gamma transcriptional activity. actives 5.4% (n = 310,000). Drosophila S2 Gal4-RORgamma UAS-luciferase reporter, 20 h. Potency, µM (titrated, usually from 53.6 µM), inactives show at the highest dose activity change, negative = inhibition, hits mostly inhibitors. P51450; further: potency means the concentration at half of the fitted maximal effect; on the % scale 0 is the no-effect control and ±100 the full control effect; nearly all actives have a fitted effect of over 60% in size
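Drosophila S2 cells stably expressing Gal4-DBD/mouse RORγ fusion under metallothionein promoter plus UAS-luciferase; compound 1 h, then 700 uM CuSO4 induction for 20 h at ambient temperature; inhibition read as reduced luminescence.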
Gal4-VP16 FLuc – counter-screen for ROR gamma inhibitors: Gal4-VP16 reporter; Drosophila S2 Gal4-VP16 UAS-luciferase, luminescence, 20 h; Potency, µM (highest dose often 53.6 µM), without a hit: at the highest dose activity, negative = inhibition, most hits filed as inhibitors; actives 3.5% (n = 310,000); AID 2546;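 further: Gal4-VP16 expression switched on by copper sulfate through the metallothionein promoter; potency means the concentration at half of the fitted maximal effect; on the % scale 0 is the no-effect control and ±100 the full control effect; nearly all actives have a fitted effect of over 50% in size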
PKM2 activator – activators of human pyruvate kinase M2 | P14618 | purified PKM2, Kinase-Glo ATP luminescence, activation; response scale: 0% is enzyme alone, no compound | Potency, µM (doses to about 57.5 µM), without a hit: at the highest dose activation, usual class: activators | actives 0.34% (n = 260,000); further: potency means the concentration at half of the fitted maximal effect; on the % scale 0 is the no-effect control and ±100 the full control effect; nearly all actives have a fitted effect of over 55% in size
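Purified hPK-M2 (>95% pure) converted ADP (0.1 mM final) to ATP with 0.5 mM PEP in 50 mM imidazole pH7.2, KCl, MgCl2, Tween 20, BSA; 1 h at room temperature. ATP detected by Kinase-Glo luminescence.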
KCNH2 3.1 block – blocks the human KCNH2 3.1 channel isoform; U2OS KCNH2 3.1, thallium flux FluxOr; stronger effect = lower value; activity change, % (tested at about 1.8 µM); actives 0.95% (n = 340,000); AID 720553;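 active means maximum activity change below -70%; inconclusive means maximum activity change from -70% to -50%; inactive means maximum activity change above -50%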;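 further: thallium influx rate constant from kinetic fluorescence after stimulation buffer; on the % scale 0 is the no-effect control and ±100 the full control effect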
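FluxOr-based Tl+ influx in U2OS cells transduced with KCNH2 3.1 virus; rate constants normalized to DMSO controls.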
Mito fusion yeast – inhibitors of mitochondrial division or activators of mitochondrial fusion. S. cerevisiae fusion-defective mutant growth rescue, CellTiterGlo 48 h. Potency, µM (series often up to 46.1 µM), inactives show top-dose growth rescue (activation), usual class: activators. actives 0.23% (n = 320,000). AID 485298;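 further: potency means the concentration at half of the fitted maximal effect; % of control where 0% means no effect; nearly all actives have a fitted effect of over 45% in size; temperature-sensitive fusion mutants such as fzo1-1 at 37 °C on non-fermentable ethanol glycerol medium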
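Luminescent cell viability in 1536-well qHTS format served as the measure of rescued growth in ts fusion-mutant S. cerevisiae cultured on non-fermentable YPEG for 48 hours at 37C.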
MBNL1-CUG inh – inhibitors of human MBNL1 binding to CUG repeat RNA. Q9NR56. actives 0.036% (n = 280,000). Potency, µM (top dose mostly 57.5 µM), inactives show at the top dose activity change, negative = inhibition, hits mostly inhibitors. TR-FRET MBNL1-His/biotin-(CUG)12 binding, 665/545 ratio. AID 2675; active means well fitted inhibition curve with a large enough effect in the signal ratio, with a control signal flat, not every such curve was filed as active; inconclusive means small, poorly fitted or top-dose-only effect, or effect the other way, or a change in a side signal; inactive means no such curve, though single readings can be large or run the other way; the % refers to the signal ratio; further: potency means the concentration at half of the fitted maximal effect; on the % scale 0 is the no-effect control and ±100 the full control effect
Target sequence (Q9NR56 whole entry, looked up): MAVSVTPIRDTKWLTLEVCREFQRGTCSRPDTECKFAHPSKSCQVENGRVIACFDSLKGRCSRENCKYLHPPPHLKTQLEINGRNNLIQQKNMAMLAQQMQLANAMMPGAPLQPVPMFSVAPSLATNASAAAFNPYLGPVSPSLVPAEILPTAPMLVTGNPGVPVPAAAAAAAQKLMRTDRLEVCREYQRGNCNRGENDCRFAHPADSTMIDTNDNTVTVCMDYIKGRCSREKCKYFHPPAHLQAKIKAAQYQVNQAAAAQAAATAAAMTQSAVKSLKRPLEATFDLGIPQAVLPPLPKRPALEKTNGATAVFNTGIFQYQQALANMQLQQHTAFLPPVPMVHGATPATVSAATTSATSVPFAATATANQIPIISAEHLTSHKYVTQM
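TR-FRET between His-tagged MBNL1 and biotin-(CUG)12 RNA, detected with Tb anti-His antibody (0.055 ng/ul) and streptavidin-XL665 (5 nM), 60 min at room temperature. Compounds titrated 92 nM to 58 uM; 665/545 nm ratio normalized to buffer and complex controls.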
ELG1 repair inh – inhibitors of ELG1-dependent DNA repair in HEK293T cells | HEK293T ELG1-luciferase reporter, luminescence, 16 h; DNA damage induced by 5-fluorouridine | Potency, µM (top dose mostly 46.1 µM), without a hit: at the highest dose activity change, negative = inhibition, hits mostly inhibitors | actives 2.3% (n = 330,000); further: potency means the concentration at half of the fitted maximal effect; on the % scale 0 is the no-effect control and ±100 the full control effect; nearly all actives have a fitted effect of over 55% in size
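Cells (2,000 per well) received 5-fluorouridine plus test compound or DMSO and were incubated 16 hr at 37 °C, 5% CO2. Luciferase activity was read by luminescence 30 min after ONE-Glo addition; signal suppression marked inhibition of damage-induced ELG1 function.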
Rab9 promoter act – activates the Rab9 promoter. Huh7 Rab9 promoter-luciferase reporter, luminescence, 24 h. Potency, µM (series often up to 9.22 µM), inactives show top-dose activation, negative = inhibition, most hits filed as activators. actives 2.8% (n = 320,000); further: potency means the concentration at half of the fitted maximal effect; % of control where 0% means no effect; nearly all actives have a fitted effect of over 60% in size
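Cell-based reporter: Huh7 stable for Rab9 promoter-driven luciferase, plated in reduced-serum medium with 10% FBS at 1500 cells/well, compound-treated 24 h at 37 °C, luminescence read after 10 min reagent.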
* hit, by the source's call; ? = inconclusive; / = no result given; & = joins results of further samples; [ ] = remark or other dose. Unless noted, the call rests on the fitted dose curve; in most records, active means well fitted curve in the direction sought with a large enough effect; inconclusive means small, poorly fitted or top-dose-only effect, or another doubt; inactive means no such curve, though single readings can be large; an effect the other way counts as inactive or inconclusive. Not all compounds are listed. The share of hits here may be higher or lower than overall.

SMILES	Menin MLL FP TR	FLuc modulator	NPC1 prom act	RORg inh	Gal4-VP16 FLuc	PKM2 activator	KCNH2 3.1 block	Mito fusion yeast	MBNL1-CUG inh	ELG1 repair inh	Rab9 promoter act
O=C(Oc1cccc(OC(=O)N2CCCCC2)c1)N1CCCCC1	-1%	2%	0%	-9%	-1%	7%	-4	-2%	12%	5%	0%
Cc1cccc(N=C2NC(=O)/C(=C/C=C/c3ccco3)S2)c1	?	-1%	-1%	?	?	?	1	28%	13%	-25%	-3%
Cc1ccc(Nc2cnn(C34CC5CC(CC(CC(=O)O)(C5)C3)C4)c(=O)c2Cl)cc1C	5%	2%	0%	-28%	-6%	-4%	8	-2%	4%	1%	-6%
CCCNC(=O)CN(c1ccc(F)cc1)S(=O)(=O)c1ccc2c(c1)OCCO2	10%	3%	-2%	6%	12%	2%	7	2%	-3%	-12%	-3%
Cc1cccc(NC(=O)c2ccc3c(c2)OCCO3)c1C	?	15µM*	-45%[inhibitor]	-22%	-7%	/	-13	0%	-1%	?	3.2µM*
Cc1c(C(=O)C(=O)N2c3ccccc3CC2C)c2ccccc2n1C (stereo not given)	0%	-10%	-15%	22%	4%	3%	-9	-9%	/	?	-5%
CCOC(=O)c1c(C)[nH]c(C)c1S(=O)(=O)Nc1ccc(CN2CCCCC2)cc1	-10%	2%	-4%	-19%	8%	/	9	2%	-2%	13%	11%
c1ccc(Nc2nc(N3CCOCC3)nc(N3CCOCC3)n2)cc1	-11%	-3%	-5%	-4%	-6%	-1%	9	-30%	4%	?	-5%
O=C(Nc1ccc(Br)cc1)c1ccc(F)c(S(=O)(=O)N2CCN(c3ccccn3)CC2)c1	-18%	-6%	-24%	27%	?	-4%	-38	21%	7%	2.9µM*	-26%
Cn1c(SCC(=O)Nc2nc3ccccc3s2)nnc1-c1ccccc1	-2%	-1%	9%	?	10%	-1%	-1	-3%	-4%	16%	-2%
CCc1cccc(CC)c1NC(=O)CSc1nc2ccc(N3C(=O)C4C(C3=O)[C@H]3C=C[C@@H]4C3)cc2s1 (stereo not given in full)	4%	3%	-9%	88%	-10%	4%	-5	12%	-4%	?	-3%
CCCn1c(N)c(N2CCCCC2)c(=O)n(CC(=O)Nc2ccccc2)c1=O	-9%	1%	2%	27%	-7%	2%	0	0%	-4%	?	1%
C=CCn1cnc2c(nnn2-c2cc(C)cc(C)c2)c1=O	-15%	1%	-6%	16%	-3%	-4%	5	-1%	-5%	-6%	-1%
CC(=O)Nc1ccc(S(=O)(=O)NNC2=NS(=O)(=O)c3ccccc32)cc1	0%	-18%	-3%	10µM*	-24%	4%	2	-3%	4%	1%	-3%
CCCCCNC(=O)Cn1c(=O)c2c(ncn2CC(C)C)n(Cc2ccccc2)c1=O	-23%	0%	1%	15%	-1%	/	21	-5%	-4%	-2%	-2%
COc1cccc(CNC(=O)c2cc3c(C)nc4ccccc4c3o2)c1	-15%	3%	1%	32%	?	4%	8	7%	-1%	?	-6%
CC(=O)Oc1ccc(/C=c2\sc3ncnn3c2=O)cc1	-4%	?	3%	-30%	-2%	-1%	31	1%	5%	2%	0%
Nc1c2c(nc3ccccc13)N(c1ccccc1)CC2	-8%	?	9%	0%	8%	-7%	-3	3%	?	7%	-3%
O=C(Nc1nnc(C2CCCO2)s1)c1ccc(Br)cc1 (stereo not given)	0%	?	3.5µM*	-5%	?	-1%	-4	-1%	6%	?	?
Cn1cc(Cl)c(C(=O)OCC(=O)Nc2ccccc2)n1	0%	1%	-1%	23%	1%	1%	-15	-1%	-2%	0%	-3%
Cc1ccc(NS(=O)(=O)c2ccccc2F)cc1S(=O)(=O)N1CCCCCC1	/	2%	-1%	/	/	/	-7	4%	/	3%	3%
Cc1c(O)ccc2c(CN3CCN(C/C=C/c4ccccc4)CC3)cc(=O)oc12	/	4%	0%	29%	-9%	5%	-97*	-1%	-1%	18µM*	-6%
COc1ccc2cc(OC)c(C(=O)N3CCOCC3)cc2c1	-5%	-2%	-2%	2%	-10%	1%	17	1%	?	6%	-2%
CCN(CC)C(=O)c1ccc(N)cc1	-1%	-2%	-2%	3%	-8%	-2%	-7	5%	1%	14%	4%
CCC1CCc2sc(C(=O)OCC(=O)N(CCOC)c3c(N)n(Cc4ccccc4)c(=O)[nH]c3=O)cc2C1 (stereo not given)	/	-3%	-4%	/	/	/	-4	-3%	/	-12%	-3%
CC(=O)NCC(=O)OC(C)C(=O)Nc1ccc(C(C)=O)cc1 (stereo not given)	2%	3%	-1%	-22%	3%	0%	10	-3%	0%	12%	2%
O=C1OCc2cc(NS(=O)(=O)c3cccs3)ccc21	-13%	-1%[2.3 µM]	1%	-37%	-15%	?	5	2%	8%	7%	0%
COc1cc(CNCCc2ccccc2F)ccc1OCc1ccc(Cl)nc1	-5%	-16%	1%	-17%	15%	7%	-21	-9%	-2%	?	4%
CCN1C(=O)CSc2ccc(C(=O)NCc3ccc(OC)cc3)cc21	0%	2%	-2%	27%	10%	-1%	-5	3%	1%	?	-3%
CC1(C)CC(NC(=O)c2cccc([N+](=O)[O-])c2)CC(C)(C)N1	-1%	-1%	-3%	-29%	1%	-5%	-26	1%	?	-3%	3%
COc1cc(C=O)ccc1OCc1cccc(Br)c1	9%	7.6µM*	-3%	?	?	10%	6	1%	-15%	?	-6%
CCOC(=O)CN(C(=O)COc1nc(C)cc(C)c1C#N)c1ccc(Cl)cc1	/	1%	2%	25%	-3%	-2%	0	8%	-5%	-20%	-11%
CCCn1c2ccccc2c2cnn(CC(=O)NC(C)CC)c(=O)c21 (stereo not given)	?	-1%&-12%	-1%	-8%	18%	/	8	3%	-4%	-8%	0%
Cc1c(O)ccc2c(CN3CCN(Cc4ccccc4)CC3)cc(=O)oc12	17%	1%	1%	19%	6%	/	-12	-6%	?	-9%	-2%
CCN1CCCC1CNC(=O)Cn1cnc2sc(C)c(S(=O)(=O)N3CCC(C)CC3)c2c1=O (stereo not given)	0%	3%	-3%	9%	-4%	-5%	-9	-4%	-5%	14%	-2%
O=C(c1ccc(F)cc1)N1CCCC(C(=O)N2CCCCC2)C1 (stereo not given)	/	2%	3%	1%	2%	/	-1	0%	-2%	2%	-1%
Cn1c(=O)cc(SCC(=O)NCC2COc3ccccc3O2)c2ccccc21 (stereo not given)	-1%	-7%	1%	21%	-4%	-4%	11	2%	5%	5%	0%
O=C(NC1CCCC1)C(c1ccc(F)cc1)N(Cc1ccccc1)C(=O)c1csnn1 (stereo not given)	-15%	0%	12%	32%	-1%	/	10	0%	-1%	-4%	3%
CC(O)c1cccc(NC(=O)CCC(=O)O)c1 (stereo not given)	2%	0%	1%	11%	-9%	-6%	4	0%	4%	3%	6%
CCCCn1c(N)c(N(CC(C)C)C(=O)c2ccc(N3C(=O)c4ccccc4C3=O)cc2)c(=O)[nH]c1=O	/	1%	0%	/	/	/	-13	-12%	/	10%	-2%
c1ccc(CCN(Cc2ccccc2)C2CCN(C3CCCC3)CC2)cc1	?	3%	-7%	19%	-17%	-1%	-88*	1%	-16%	-2%	-7%
Cc1noc(C)c1CSc1nc2ccccc2c(=O)n1-c1ccc(F)cc1F	-22%	-1%	-22%	-6%	-3%	6%	-12	?	0%	?	-11%
CCOC(=O)N1CCN(C(=O)c2ccc3oc(CCCc4ccccc4)nc3c2)CC1	/	6µM*	1.6µM*	15%	-12%	-3%	3	8%	4%	?	1.6µM*
CCOc1ccccc1N(C)C(=O)c1sc2ncn(CC(=O)N3CCCCC3C)c(=O)c2c1C (stereo not given)	/	2%	-4%	0%	2%	/	5	2%	-5%	?	0%
